# High-throughput results as filed in PubChem BioAssay.
# GAA inh: blocks human lysosomal alpha-glucosidase | AID 1466 | hit rate 0.005% among 200,000 | Potency, µM (series often up to 76.9 µM), inactives show top-dose activity change, negative = inhibition, actives largely listed as inhibitors | P10253 | purified human GAA, 4-MU-alpha-glucoside fluorescence;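 further: potency means the concentration at half of the fitted maximal effect; plate controls were uninhibited enzyme wells for no effect and no-enzyme background for full effect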
#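 Compounds are titrated up to 77 uM against 4 nM human enzyme. Substrate 4-methylumbelliferyl-alpha-D-pyranoside (400 uM) reacts 20 min at room temperature in pH 5.0 buffer; liberated 4-methylumbelliferone is read at 440 nm.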
# HTT cytoprotect: cytoprotection in Huntington HTT-Q103 PC12 cell model | Potency, µM (doses to about 56.4 µM), for inactives: cytoprotection (ATP increase), most hits filed as activators | hit rate 0.14% among 230,000 | PC12 HTT-Q103 induced, cytoprotection, ATP luminescence, 40 h | AID 1471;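 further: potency means the concentration at half of the fitted maximal effect; % of control where 0% means no effect; nearly all actives have a fitted effect of over 45% in size; toxic huntingtin expression switched on by the ecdysone agonist tebufenozide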
#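 Compounds were screened for protection of PC12 cells against cell death after tebufenozide induction (100 nM final) of mutant Huntingtin exon 1 (Q103) fused to GFP.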
# GAA glycogen: alters human alpha-glucosidase cleavage of glycogen; recombinant GAA, glycogen substrate, Amplex Red glucose oxidase fluorescence; AID 2100; hit rate 0.38% among 300,000; Potency, µM (top dose mostly 76.4 µM), for inactives: top-dose activity change, negative = inhibition, actives largely listed as inhibitors; P10253;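 further: potency means the concentration at half of the fitted maximal effect; 0% = full enzyme reaction and -100% = no-enzyme basal signal; the screen sought inhibitors and activators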
#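 qHTS, 1536-well; enzyme 4 nM final; cpd up to 77 uM; substrate bovine liver glycogen 30 ug; 50 mM citrate/phosphate pH 5.0, 0.01% Tween-20; 37 C, 40 min; Amplex Red detection 45 min RT; Hill fit → AC50.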
# LMNA splice mod: modulators of lamin A splicing; HeLa LMNA splicing GFP/RFP minigene ratio, 48 h; Potency, µM (series often up to 46.1 µM), without a hit: top-dose ratio change, negative = inhibition, usual class: inhibitors; hit rate 0.01% among 200,000; active means well fitted inhibition curve with a large enough effect in the signal ratio, with a control signal flat, not every such curve was filed as active; inconclusive means small, poorly fitted or top-dose-only effect, or effect the other way, or a change in a side signal; the % refers to the signal ratio; further: potency means the concentration at half of the fitted maximal effect; on the % scale 0 is the no-effect control and ±100 the full control effect
#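 Read-out is the ratio of GFP to DsRed2 object intensity, acquired by 488 nm laser-scanning cytometry on HeLa lamin A-EGFP minigene reporter cells. Compound incubation 48 hrs at 37 °C in Opti-MEM with 2% FBS; DMSO 0.5% final.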
# GAA spleen mod: inhibitors or activators of human alpha-glucosidase in spleen homogenate | P10253 | human spleen homogenate, 4-MU-alpha-glucoside fluorescence | Potency, µM (top dose mostly 79.9 µM), without a hit: at the highest dose activity change, negative = inhibition, most hits filed as inhibitors | hit rate 0.006% among 240,000 | AID 2112;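 further: potency means the concentration at half of the fitted maximal effect; 0% = enzyme with vehicle and -100% = no enzyme basal signal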
#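 Compounds were titrated against alpha-glucosidase in spleen homogenate at pH 5.0, with 1 mM 4-methylumbelliferyl substrate for 40 min at 37 C. Reactions were quenched with pH 10 NaOH/glycine and fluorescence measured.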
# CBFb RUNX1 block: CBF-beta/RUNX1 interaction disruption. Q01196+Q13951. AlphaScreen CBFb-His/RUNX1-biotin binding, biochemical. Potency, µM (titrated, usually from 59.8 µM), for inactives: top-dose activity, negative = inhibition, most hits filed as inhibitors. 230,000 tested, under 10 active; further: % of control where 0% means no effect
# Target sequence (Q01196 whole entry, looked up): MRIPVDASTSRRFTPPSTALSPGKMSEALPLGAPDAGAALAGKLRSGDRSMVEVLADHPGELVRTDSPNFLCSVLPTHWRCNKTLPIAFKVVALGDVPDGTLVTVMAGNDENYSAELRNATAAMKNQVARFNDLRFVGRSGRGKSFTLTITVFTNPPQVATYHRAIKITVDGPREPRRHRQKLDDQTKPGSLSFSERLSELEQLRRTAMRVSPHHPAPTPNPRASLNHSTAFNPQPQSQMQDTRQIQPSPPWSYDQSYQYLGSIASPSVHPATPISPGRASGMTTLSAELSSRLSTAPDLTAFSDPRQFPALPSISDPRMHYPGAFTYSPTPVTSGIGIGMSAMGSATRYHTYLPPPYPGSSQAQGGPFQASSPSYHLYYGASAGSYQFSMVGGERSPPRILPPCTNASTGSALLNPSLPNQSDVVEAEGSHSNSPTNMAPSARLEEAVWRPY
# Target sequence (Q13951 whole entry, looked up): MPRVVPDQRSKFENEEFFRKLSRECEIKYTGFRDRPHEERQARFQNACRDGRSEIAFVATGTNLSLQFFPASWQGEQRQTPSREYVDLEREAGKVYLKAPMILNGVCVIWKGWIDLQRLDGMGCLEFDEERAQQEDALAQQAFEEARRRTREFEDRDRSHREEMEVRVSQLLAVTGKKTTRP
#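 AlphaScreen binding: CBFb-His and RUNX1-biotin (30 nM each) preincubated 20 min, compound added for 15 min, then nickel and streptavidin beads for 90 min, all at room temperature. Disruption of the interaction by any mechanism counts as activity.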
# HTT aggregate: mutant huntingtin aggregation inhibition; hit rate 1.1% among 220,000; PC12 HttQ103-GFP aggregates, Acumen cytometry, 40 h; Potency, µM (titrated, usually from 46.1 µM), for the others: at the top dose activity change, negative = inhibition, hits mostly inhibitors; further: potency means the concentration at half of the fitted maximal effect; on the % scale 0 is the no-effect control and ±100 the full control effect; nearly all actives have a fitted effect of over 60% in size
#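 Quantitative HTS on tebufenozide-induced (100 nM) PC12 cells stably expressing polyQ103 Huntingtin exon 1–GFP. Reduction of bright GFP aggregates, detected by laser scanning cytometry after lysis, identified actives across the titration.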
# * hit, by the source's call; ? = inconclusive; nt = not tested or not shown; [ ] = another dose, or the depositor's remark. Unless noted, the call rests on the fitted dose curve; in most records, active means well fitted curve in the direction sought with a large enough effect; inconclusive means small, poorly fitted or top-dose-only effect, or another doubt; inactive means no such curve, though single readings can be large; an effect the other way counts as inactive or inconclusive.
molecule	GAA inh	HTT cytoprotect	GAA glycogen	LMNA splice mod	GAA spleen mod	CBFb RUNX1 block	HTT aggregate
Cc1ccc(/C=N/n2c(C)nc3ccccc3c2=O)o1	1.1%	-33.8%	0.1%	2.8%[46 µM]	0.5%	8.7%	13.5%
CCOc1ccccc1NC(=O)CN1CCC(NC(=O)c2ccccc2C)CC1	nt	2.9%[10 µM]	-4.5%	nt	-1.7%	14.6%	-15.2%[9.22 µM]
O=C(COC(=O)c1cccc([N+](=O)[O-])c1)NCc1ccc2c(c1)OCO2	-14.1%	-6.0%[10 µM]	15.2%	-6.6%	5.0%	-8.1%	-0.2%
COc1cccc(NC(=O)N2CCCC2C(=O)NCc2ccccc2)c1 (centres undefined)	4.1%	4.6%[10 µM]	3.4%	-11.1%[46 µM]	-3.3%	-3.1%	-5.5%
O=C(NCCSc1ccccc1)c1ccc(CN2CCOCC2)cc1	nt	-2.6%[10 µM]	-4.2%	nt	-3.8%	5.9%	-1.7%[9.22 µM]
S=C(Nc1ccc(Br)cc1Cl)NN1CCOCC1	8.4%	0.7%[10 µM]	14.1%	20.1%[46 µM]	1.4%	0.9%	13.1%
CC(=O)Nc1nonc1NC(=O)COc1ccccc1	-2.8%	-22.7%	1.0%	nt	nt	12.1%	-8.6%
Cc1ccccc1C(=O)N/N=C/c1ccc(OCC(=O)N2CCCCC2)cc1	4.5%	-25.6%	-16.3%	?	7.5%	8.8%	-7.7%
CCn1nnnc1NCc1cccc(Cl)c1	7.2%	-55.7%	0.3%	nt	2.9%	3.4%	7.9%
O=C1[C@H]2[C@H]3[C@H](O)[C@H](O)C/C(=N/OC[C@@H](O)COCc4ccco4)[C@@H]3CC[C@@H]2C(=O)N1Cc1ccc2c(c1)OCO2	nt	9.0%[10 µM]	nt	nt	-11.9%[17.4 µM]	21.1%[13.1 µM]	nt
Cc1ccc(-n2ncc3c(=O)[nH]c(SCC(=O)N4CCCc5ccccc54)nc32)cc1	-3.1%	8.8%[10 µM]	0.8%	-4.7%	-0.3%	3.8%	6.0%
C/C(N)=C(/C#N)C(=O)CSc1nnc(COc2cc(C)ccc2C)o1	8.4%	-8.6%	-1.3%	11.3%	-13.0%	2.1%	-16.0%
CCCCCCCC(=O)NNC(=O)Cc1ccccc1	-4.2%	2.2%	3.8%	-0.3%[0.0737 µM]	1.2%	-13.1%	10.2%
C=CCNC(=S)Nc1ccc2nsnc2c1	9.7%	nt	3.4%	?	-2.6%	4.7%	-17.0%
C=C(CC1([C@@H](NP(=O)(c2ccccc2)c2ccccc2)[C@H]2C[C@@H]2CCN(C(=O)OCC)S(=O)(=O)c2ccc(C)cc2)CC1)c1ccccc1	nt	-14.3%	nt	nt	13.0%	0.2%	nt
CCOC(=O)c1c(NC(=O)CC)sc(C(C)=O)c1C	4.1%	-26.9%[10 µM]	-8.8%	0.1%	7.2%	2.2%	25.6%
CCCCC(CC(O)COCC(C)C)C(=O)NNC(=S)Nc1ccccc1 (centres undefined)	0.1%	2.8%[10 µM]	-21.7%	-12.9%	4.3%	0.0%	-13.4%
CCCCc1c(O)nc2sccn2c1=O	4.5%	-7.6%[10 µM]	2.6%	-3.2%	0.5%	-1.5%	-14.9%
O=C(OCn1nnc2ccccc2c1=O)c1ccc(N2CCOCC2)c([N+](=O)[O-])c1	-1.7%	-9.2%[0.074 µM]	1.2%	-2.6%	-1.3%	14.5%	3.9%
CC(=O)Nc1ccc(N2N=C(C)C(N=Nc3ccccc3)C2=O)cc1 (centres undefined)	-0.3%	6.8%[10 µM]	0.0%	-4.6%	-4.0%	-14.2%	-24.5%

# The list continues:
molecule	GAA inh	HTT cytoprotect	GAA glycogen	LMNA splice mod	GAA spleen mod	CBFb RUNX1 block	HTT aggregate
CCCCOC(=O)c1ccc(NC(=O)COC(=O)CSc2nc(C)cc(C)n2)cc1	-2.7%	1.1%[10 µM]	9.8%	1.7%	0.7%	16.8%	12.5%
COc1cc(-c2nn3c(-c4cccc(C)c4)nnc3s2)cc(OC)c1OC	-0.2%	5.0%	3.5%	-4.2%	-1.0%	8.5%	0.8%
Cc1ccc(Nc2nc3nonc3[nH]c2=O)cc1	-2.3%	-29.5%	2.7%	?	-7.8%	-3.5%	?
Cn1nnc2c(NCc3ccco3)nccc21	-4.0%	-4.3%	-15.8%	-2.0%	-7.1%	5.6%	4.0%
Cc1cc(-n2nnc3ccccc32)nc2ccccc12	-4.1%	-16.8%[0.074 µM]	-21.2%	0.3%	10.5%	-3.2%	-7.9%
Cc1cc(-c2n[nH]c(=S)n2/N=C/C=C/c2ccccc2)n[nH]1	11.5%	5.2%[10 µM]	-8.6%	-7.3%	-13.1%	4.1%	21.1%
COc1cc2cc(CN(Cc3cccnc3)C(=O)Nc3ccccc3F)c(=O)[nH]c2cc1OC	?	-5.7%[10 µM]	16.2%	-25.4%[46 µM]	3.1%	2.0%	-5.2%[9.22 µM]
Clc1ccc(CN=C2Nc3ccccc3CS2)cc1	-1.6%	-43.6%[inhibitor]	-1.2%	-10.0%	-2.4%	12.7%	-14.1%
CN1CCN(S(=O)(=O)c2ccc(NC(=S)NC(=O)C(C)(C)C)cc2)CC1	?	-10.4%[10 µM]	13.6%	-1.0%[46 µM]	-0.3%	-9.5%	2.2%[9.22 µM]
O=C(CSc1nnc(-c2cccs2)n1-c1ccccc1)N1CCCC1	-1.2%	-7.2%	2.2%	6.2%	2.2%	1.1%	-2.1%
CCn1c2ccccc2c2cc(NC(=O)C(C)C)ccc21	6.1%	-34.3%	-0.2%	?	-6.3%	3.1%	0.3%
CCN(c1cccc(C)c1)c1nc2ccsc2c(=O)s1	-2.4%	-3.9%	-1.6%	-10.3%	-7.0%	?	1.9%
CCOC(=O)N/N=C1/C[C@@H](O)[C@@H](O)[C@@H]2[C@@H]3C(=O)N(Cc4ccc5c(c4)OCO5)C(=O)[C@H]3CC[C@H]12	nt	-5.6%[10 µM]	nt	nt	-1.2%[17.4 µM]	-12.0%[13.1 µM]	nt
C/C(=C(\C#N)C(=O)NC1CCCCC1)N(C)C	-3.2%	-9.2%	-3.6%	-3.5%	1.2%	7.1%	1.1%
CCCCN(C(=O)c1ccc(Cl)cc1)C1CC2CCC(C1)N2C (centres undefined)	-0.9%	2.5%	7.1%	-12.6%	-6.7%	4.0%	10.0%
COCCN(C(=O)CSc1nnc(-c2ccccc2C)n1C)c1c(N)n(Cc2ccccc2)c(=O)[nH]c1=O	2.7%	-19.6%	-3.9%	nt	-1.9%	-12.1%	20.6%
O=C(COC(=O)c1ccncc1)c1ccc(Cl)c(Cl)c1	7.7%	-1.1%[10 µM]	6.0%	nt	-2.0%	6.2%	-5.1%[9.22 µM]
COc1ccc(CNC(=O)C2CCN(C(=O)[C@@H](CC(C)C)NC(=O)OC(C)(C)C)CC2)cc1	-6.0%[15.4 µM]	1.8%[0.074 µM]	2.7%	?	-20.6%	14.3%	-16.3%
O=C(Nc1ccc(S(=O)(=O)Nc2nccs2)cc1)c1cc(=O)[nH]c2ccccc12	-5.5%[15.4 µM]	5.1%[10 µM]	1.6%	nt	2.9%	-3.6%	-14.5%[9.22 µM]
COc1ccc(C(=O)NN2C(=O)C3C4C=CC(O4)C3C2=O)cc1 (centres undefined)	-4.6%	-13.0%	6.8%	-0.3%	-2.3%	1.6%	-6.5%

# (cont.)
molecule	GAA inh	HTT cytoprotect	GAA glycogen	LMNA splice mod	GAA spleen mod	CBFb RUNX1 block	HTT aggregate
C[C@@H](c1ccccc1)N1C(=O)[C@H]2[C@H]3[C@H](O)[C@H](O)C/C(=N/NC(=O)OCc4ccccc4)[C@H]3CC[C@@H]2C1=O	nt	-9.2%[10 µM]	nt	nt	-0.9%[17.4 µM]	-14.1%[13.1 µM]	nt
CO[C@H]1[C@H](O[C@H]2O[C@@H](C)[C@@H](O[C@@H]3C[C@](C)(O)[C@H](O)[C@H](C)O3)[C@@H](N(C)C)[C@@H]2O)[C@@H](CC=O)C[C@@H](C)[C@@H](O[C@H]2CC[C@H](N(C)C)[C@H](C)O2)/C=C\C=C/C[C@@H](C)OC(=O)C[C@H]1O	nt	?	nt	?	-7.4%[29.1 µM]	20.9%[21.7 µM]	-3.5%[20.6 µM]
Fc1ccc(C2=NN(c3ccccc3)C(c3ccco3)C2)cc1 (centres undefined)	?	-23.4%[10 µM]	10.8%	-16.0%[46 µM]	?	?	-19.7%[9.22 µM]
COc1ccc(OC)c(Nc2nc(N)c([N+](=O)[O-])c(NCc3ccccc3)n2)c1	nt	-0.8%[10 µM]	-3.7%	nt	4.9%	13.6%	-33.5%[9.22 µM]
O=C1c2ccccc2NC(c2ccccn2)N1NS(=O)(=O)c1ccccc1 (centres undefined)	-4.6%	-20.2%	6.1%	?	-2.6%	-3.1%	-5.8%
CCOc1ccc(/C=C/C(=O)CCC(=O)O)cc1	-16.4%	?	-7.0%	nt	-1.3%	6.2%	?
O=C(Cc1cccs1)Nc1ccon1	0.6%	5.7%[10 µM]	3.4%	3.4%	-7.9%	-1.8%	3.6%
O=C(CCn1c(=O)oc2ccccc21)Nc1ccon1	0.8%	-2.9%[10 µM]	5.7%	-5.5%	0.9%	1.4%	?
CCOc1ccc(CNC(=O)c2cc3oc4ccccc4c3n2C)cc1	-1.5%	0.5%	-1.4%[76.3 µM]	?	-6.3%	-11.4%	17.8%
COc1ccc(-n2c(SCC(=O)Nc3ccccc3OC)nc(O)cc2=O)cc1	nt	-4.4%[10 µM]	5.5%	nt	4.2%	-2.2%	-15.7%[9.22 µM]
Cc1ccc(S(=O)(=O)Nc2ccccc2CNc2cccc(C)n2)cc1	-5.5%	?	-9.1%	-15.3%	-6.7%	-9.9%	7.6%
CC(C)(C)NC(=O)NC(=O)CN1CCCCCCC1	-8.1%	-33.4%[inhibitor]	3.9%	nt	2.8%	6.3%	14.9%
CCOC(=O)c1nnn(-c2ccccc2)c1C	-4.2%	-8.4%[10 µM]	7.5%	-6.4%	1.4%	-3.8%	-17.8%
COCCn1c(=O)[nH]c2cc(C(=O)Nc3cccc(F)c3)ccc2c1=O	?	-2.8%	-8.3%	-15.0%[46 µM]	8.5%	11.0%	9.7%
